HttQ103 aggreg = reduces HttQ103-GFP aggregates in PC12 cells; actives 1.1% (n = 220,000); Potency, µM (series often up to 46.1 µM), without a hit: at the highest dose activity change, negative = inhibition, most hits filed as inhibitors; PC12 HttQ103-GFP aggregates, Acumen cytometry, 40 h; further: potency means the concentration at half of the fitted maximal effect; on the % scale 0 is the no-effect control and ±100 the full control effect; nearly all actives have a fitted effect of over 60% in size
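PC12/HTTQ103-GFP, ecdysone-inducible; teb 100 nM; cpd qHTS titration; GFP aggregates read on laser cytometer, Ex 488/Em 500-530 nm.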
Epigenetic derep = regulators of epigenetic silencing causing reporter derepression in mouse cells. murine LDR cells, GFP reporter derepression, 30 h. Potency, µM (series often up to 53.9 µM), inactives show at the highest dose GFP activation, hits mostly activators. actives 0.2% (n = 280,000). AID 1865; further: potency means the concentration at half of the fitted maximal effect; % of control where 0% means no effect; nearly all actives have a fitted effect of over 60% in size
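Reporter derepression read as number of fluorescent GFP-positive objects, 20-120 um in size, counted by laser-scanning cytometer. Mouse LDR line with an epigenetically silenced CMV-GFP locus; compound incubation 30 h, 37 C.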
IMPase Li cell = IMPase inhibition in cells with lithium potentiation. CHO-M1 cells, IP1 TR-FRET (IP-One), carbachol + lithium. Potency, µM (doses to about 59.4 µM), for the others: top-dose activity, negative = IMPase inhibition, usual class: inhibitors. actives 0.35% (n = 210,000). AID 1457;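 further: IP1 builds up when IMPase is blocked and the TR-FRET signal falls; potency means the concentration at half of the fitted maximal effect; plate controls were basal vehicle for no effect and high inhibitor control for full effect; nearly all actives have a fitted effect of over 50% in size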
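CHO cells stably expressing M1 receptor (2000/well, cultured 16–30 h) treated 30 min at 37C with compound plus low lithium. Cytosolic IP1 by TR-FRET (665/620 ratio and 620 channel) after 10 min lysis; AC50 by Hill fit.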
Luc counter = Kinase-Glo luciferase inhibition (counter-screen) | Q27757 | Kinase-Glo luciferase, ATP luminescence, 8 min | Potency, µM (titrated, usually from 38.3 µM), for the others: top-dose activity change, negative = inhibition, usual class: inhibitors | actives 0.28% (n = 200,000) | AID 1379; further: potency means the concentration at half of the fitted maximal effect; on the % scale 0 is the no-effect control and ±100 the full control effect; nearly all actives have a fitted effect of over 60% in size
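Compound is pinned into ATP-containing buffer (10 uM ATP, imidazole pH 7.2, 7 mM MgCl2). Kinase-Glo luciferase reagent is then added. Light output is recorded following an 8-min room-temperature incubation.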
CBFb RUNX1 block = CBF-beta/RUNX1 interaction disruption; AlphaScreen CBFb-His/RUNX1-biotin binding, biochemical; Potency, µM (series often up to 59.8 µM), for the others: top-dose activity, negative = inhibition, usual class: inhibitors; 230,000 tested, under 10 active; AID 1477; further: % of control where 0% means no effect
Target sequence (Q01196 whole entry, looked up): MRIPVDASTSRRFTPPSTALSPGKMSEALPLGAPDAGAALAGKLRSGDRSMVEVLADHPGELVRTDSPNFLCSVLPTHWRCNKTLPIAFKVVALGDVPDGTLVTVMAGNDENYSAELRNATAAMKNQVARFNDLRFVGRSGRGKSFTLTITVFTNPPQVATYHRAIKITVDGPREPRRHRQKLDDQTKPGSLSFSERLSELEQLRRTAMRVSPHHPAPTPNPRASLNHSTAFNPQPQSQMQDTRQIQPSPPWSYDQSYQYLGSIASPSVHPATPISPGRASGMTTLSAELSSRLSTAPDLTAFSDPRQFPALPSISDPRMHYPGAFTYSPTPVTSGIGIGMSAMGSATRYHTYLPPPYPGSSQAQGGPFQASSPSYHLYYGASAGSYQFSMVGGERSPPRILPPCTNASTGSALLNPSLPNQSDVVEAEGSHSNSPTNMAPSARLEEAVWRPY
Target sequence (Q13951 whole entry, looked up): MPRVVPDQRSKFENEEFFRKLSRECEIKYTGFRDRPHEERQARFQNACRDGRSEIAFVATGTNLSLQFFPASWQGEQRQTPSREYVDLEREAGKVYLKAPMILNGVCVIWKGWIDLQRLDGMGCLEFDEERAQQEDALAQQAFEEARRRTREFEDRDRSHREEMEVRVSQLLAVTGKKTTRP
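Bead-based AlphaScreen assay; binding partners His-tagged CBF-beta and biotinylated RUNX1 at 30 nM each. Compound exposure 15 min after a 20-min protein preincubation; bead step 90 min; all steps at room temperature.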
L3MBTL1 block = inhibitors of human L3MBTL1; Q9Y468; AlphaScreen L3MBTL1–H3K9me1 peptide binding; Potency, µM (titrated, usually from 57.1 µM), without a hit: at the top dose activity, negative = inhibition, most hits filed as inhibitors; actives 0.66% (n = 230,000); further: potency means the concentration at half of the fitted maximal effect; on the % scale 0 is the no-effect control and ±100 the full control effect; nearly all actives have a fitted effect of over 60% in size
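First, the protein-peptide complex forms for 30 min at room temperature (L3MBTL1 50 nM, biotinylated H3K9me1 peptide 75 nM). Next, compounds are pin-transferred and incubated 30 min. Finally, AlphaScreen beads are added and read after 30 min.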
NPSR antag = antagonists of human neuropeptide S receptor cAMP signaling; Q6W5P4; CHO-NPSR cells, cAMP TR-FRET, antagonist mode; Potency, µM (doses to about 38.3 µM), for the others: at the top dose activity change, negative = inhibition, actives largely listed as inhibitors; actives 1% (n = 220,000); further: potency means the concentration at half of the fitted maximal effect; on the % scale 0 is the no-effect control and ±100 the full control effect; nearly all actives have a fitted effect of over 50% in size; many of its hits are not listed in these tables
Target sequence (Q6W5P4 whole entry, looked up): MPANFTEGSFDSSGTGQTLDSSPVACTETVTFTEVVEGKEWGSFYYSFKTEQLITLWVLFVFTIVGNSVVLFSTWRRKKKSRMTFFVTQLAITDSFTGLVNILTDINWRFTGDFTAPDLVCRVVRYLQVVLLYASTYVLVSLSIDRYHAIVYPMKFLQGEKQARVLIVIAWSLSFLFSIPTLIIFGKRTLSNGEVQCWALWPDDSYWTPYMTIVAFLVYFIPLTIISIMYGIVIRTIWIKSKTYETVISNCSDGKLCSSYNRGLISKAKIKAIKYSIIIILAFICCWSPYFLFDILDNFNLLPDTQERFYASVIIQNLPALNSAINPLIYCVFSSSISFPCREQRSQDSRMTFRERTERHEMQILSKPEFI
Starred values were filed as active, the others as inactive; [ ] = dose if it differs, or a comment. The call rests on the fitted dose curve; in most records, active means well fitted curve in the direction sought with a large enough effect; inconclusive means small, poorly fitted or top-dose-only effect, or another doubt; inactive means no such curve, though single readings can be large; an effect the other way counts as inactive or inconclusive. Not all compounds are listed (hit frequency here may not be typical).

How did COC(=O)c1cc(C(=O)OC)cc(-n2c(C)cc(C(=O)COC(=O)CNS(=O)(=O)c3ccc(C)cc3)c2C)c1 do in these assays?
HttQ103 aggreg: 4.4%; Epigenetic derep: 4.8%; IMPase Li cell: 1.3%; Luc counter: -1.3%; CBFb RUNX1 block: -14.3%; L3MBTL1 block: inconclusive; NPSR antag: 5.6%

What do the screens show for `C=C(C(C)=O)C(O)/C=C/c1ccco1` (stereo unspecified)?
Epigenetic derep: -1.1%; IMPase Li cell: -10.6%; Luc counter: -4.6%; CBFb RUNX1 block: -27.3%

Results for CN(Cc1ccccc1)C(=O)COC(=O)/C=C/c1ccco1 ?
HttQ103 aggreg: -18.8%; Epigenetic derep: -3.7%; IMPase Li cell: -1.1%; Luc counter: 0.0%; CBFb RUNX1 block: inconclusive; NPSR antag: 4.9%

Results for COc1cc(NS(=O)(=O)c2ccc(NS(=O)(=O)c3ccccc3)cc2)nc(OC)n1 ?
HttQ103 aggreg: -2.9%; Epigenetic derep: 3.0%; IMPase Li cell: -1.4%[38.3 µM]; Luc counter: 11.3%; CBFb RUNX1 block: 3.6%; L3MBTL1 block: 1.3%; NPSR antag: -9.9%[46.1 µM]

Results for Cn1nccc1NC(=O)Nc1cccc([N+](=O)[O-])c1 ?
HttQ103 aggreg: -9.0%[9.22 µM]; Epigenetic derep: -1.7%; CBFb RUNX1 block: 7.5%; NPSR antag: 9.2%

What do the screens show for `CS(=O)(=O)N(CC(N)=O)c1cccc(Br)c1`?
HttQ103 aggreg: -16.0%; Epigenetic derep: -0.8%; IMPase Li cell: 0.2%; Luc counter: 1.0%; CBFb RUNX1 block: -1.0%; L3MBTL1 block: inconclusive; NPSR antag: -2.2%[46.1 µM]

Results for C=CCSc1nnc(NC(=O)COc2ccc3ccccc3c2)s1 ?
HttQ103 aggreg: -2.6%; Epigenetic derep: 0.0%; IMPase Li cell: -11.3%[38.3 µM]; Luc counter: 1.0%; CBFb RUNX1 block: -0.7%; L3MBTL1 block: 14.4%; NPSR antag: -4.2%[46.1 µM]

What do the screens show for `CCCCNCc1cc(OC)c(OCC(N)=O)cc1Br`?
HttQ103 aggreg: 5.4%; Epigenetic derep: 0.1%; IMPase Li cell: -2.7%; Luc counter: -0.8%; CBFb RUNX1 block: -7.0%; L3MBTL1 block: -10.2%; NPSR antag: 4.0%[46.1 µM]

How did COc1ccc(C(c2nnnn2CCc2ccccc2)N2CCN(C)CC2)cc1OC (stereo unspecified) do in these assays?
HttQ103 aggreg: -5.8%; Epigenetic derep: 0.0%; IMPase Li cell: 22.7%[38.3 µM]; Luc counter: -0.6%; CBFb RUNX1 block: -1.5%; NPSR antag: -4.4%[46.1 µM]

How did c1ccc(-c2noc(-c3ccc4c(c3)OCO4)n2)cc1 do in these assays?
HttQ103 aggreg: -1.3%[9.22 µM]; Epigenetic derep: -1.8%; IMPase Li cell: -2.9%; Luc counter: 10µM*; CBFb RUNX1 block: 2.1%; L3MBTL1 block: 5.4%; NPSR antag: -8.7%

What do the screens show for `CC(=O)[C@H]1[C@@H]2C(=O)N(c3cccc(Cl)c3)C(=O)[C@@H]2[C@H]2c3ccccc3C=CN21`?
HttQ103 aggreg: 6.1%; Epigenetic derep: -1.1%; IMPase Li cell: 2.3%[38.3 µM]; Luc counter: -3.8%; CBFb RUNX1 block: 2.0%; L3MBTL1 block: -3.8%; NPSR antag: -6.0%[46.1 µM]

Results for CN1CCN(c2ncnc3ccc(-c4ccccc4C#N)cc23)CC1 ?
Epigenetic derep: 0.3%; IMPase Li cell: 12.9%; Luc counter: -7.8%

What do the screens show for `CC(=O)N1c2ccccc2C(=O)OC1c1cccnc1` (stereo unspecified)?
HttQ103 aggreg: 8.9%; Epigenetic derep: -2.2%; IMPase Li cell: -14.4%[38.3 µM]; Luc counter: -0.3%; CBFb RUNX1 block: -3.8%; L3MBTL1 block: -8.9%; NPSR antag: -1.2%[46.1 µM]

How did CC(C)C(=O)Nc1nnc(Cc2ccccc2)s1 do in these assays?
HttQ103 aggreg: 6.9%; Epigenetic derep: 0.0%; IMPase Li cell: 5.5%[38.3 µM]; Luc counter: -0.5%; CBFb RUNX1 block: 3.3%; L3MBTL1 block: 4.7%; NPSR antag: -4.4%[46.1 µM]

What do the screens show for `CCCCCC(=O)NC(CC(=O)OC)c1ccc2c(c1)OCO2` (stereo unspecified)?
HttQ103 aggreg: 6.3%; Epigenetic derep: -0.5%; IMPase Li cell: 0.5%; Luc counter: 0.0%; CBFb RUNX1 block: 2.5%; L3MBTL1 block: -6.8%; NPSR antag: 4.1%

How did COc1ccc(-c2cc(C3CCN(c4ccc(C(C)=O)cc4[N+](=O)[O-])CC3)[nH]n2)cc1 do in these assays?
HttQ103 aggreg: inconclusive; Epigenetic derep: 0.0%; IMPase Li cell: 10.1%[38.3 µM]; Luc counter: -6.8%; CBFb RUNX1 block: -23.9%; L3MBTL1 block: -18.8%; NPSR antag: -14.0%[46.1 µM]

How did Cc1ccc(N(C(C)C(=O)N2CCCCC2)S(C)(=O)=O)cc1C (stereo unspecified) do in these assays?
HttQ103 aggreg: -25.1%; Epigenetic derep: -1.0%; IMPase Li cell: 28.9%[38.3 µM]; Luc counter: 1.6%; CBFb RUNX1 block: -2.0%; NPSR antag: -0.8%[46.1 µM]

What do the screens show for `COc1ccc(C(=O)NCC(=O)N/N=C/c2cccc(OC(=O)c3ccco3)c2)cc1OC`?
HttQ103 aggreg: -8.5%; Epigenetic derep: -1.2%; IMPase Li cell: -13.6%; Luc counter: 1.9%; CBFb RUNX1 block: 5.0%; L3MBTL1 block: 8.4%; NPSR antag: 3.1%

How did Cc1nn(C)c(C)c1CN(C)C(=O)c1cnn2c1NC(c1ccccc1)CC2C(F)(F)F (stereo unspecified) do in these assays?
HttQ103 aggreg: -0.8%; Epigenetic derep: 0.8%; IMPase Li cell: inconclusive; Luc counter: -1.0%; CBFb RUNX1 block: -4.7%; L3MBTL1 block: 0.3%; NPSR antag: inconclusive

What do the screens show for `Nc1ncnc2c1nc(Br)n2C1OC(CO)C(O)C1O` (stereo unspecified)?
Epigenetic derep: 7.6%; IMPase Li cell: -2.4%; Luc counter: -7.5%

In the list so far, these have two or more sulfur atoms:
Results for COc1cc(NS(=O)(=O)c2ccc(NS(=O)(=O)c3ccccc3)cc2)nc(OC)n1 ?
HttQ103 aggreg: -2.9%; Epigenetic derep: 3.0%; IMPase Li cell: -1.4%[38.3 µM]; Luc counter: 11.3%; CBFb RUNX1 block: 3.6%; L3MBTL1 block: 1.3%; NPSR antag: -9.9%[46.1 µM]

Results for C=CCSc1nnc(NC(=O)COc2ccc3ccccc3c2)s1 ?
HttQ103 aggreg: -2.6%; Epigenetic derep: 0.0%; IMPase Li cell: -11.3%[38.3 µM]; Luc counter: 1.0%; CBFb RUNX1 block: -0.7%; L3MBTL1 block: 14.4%; NPSR antag: -4.2%[46.1 µM]

Following part:
Results for O=C(N/C(=C\c1ccccc1)C(=O)N1CCCCCC1)c1ccccc1 ?
HttQ103 aggreg: 4.0%[9.22 µM]; Epigenetic derep: 0.0%; IMPase Li cell: 3.0%; Luc counter: -2.3%; CBFb RUNX1 block: 6.2%; L3MBTL1 block: 5.7%; NPSR antag: -41.6%

What do the screens show for `Fc1ccccc1/C=N/n1cnnc1`?
HttQ103 aggreg: -3.6%; Epigenetic derep: 0.0%; IMPase Li cell: 17.7%[38.3 µM]; Luc counter: -1.6%; CBFb RUNX1 block: 2.0%; L3MBTL1 block: 4.7%; NPSR antag: -10.2%[46.1 µM]

What do the screens show for `CCNc1nc2c(c(=O)[nH]c(=O)n2C)n1CC(C)C`?
HttQ103 aggreg: 6.9%; Epigenetic derep: 0.0%; IMPase Li cell: 9.4%[38.3 µM]; Luc counter: 4.3%; CBFb RUNX1 block: 11.7%; L3MBTL1 block: -1.8%; NPSR antag: -2.7%[46.1 µM]

How did COc1cc(C2C3=C(CC(C)(C)CC3=O)N(C)C(=O)N2C)cc(OC)c1OC (stereo unspecified) do in these assays?
HttQ103 aggreg: 4.9%; Epigenetic derep: -3.1%; IMPase Li cell: 0.0%[38.3 µM]; Luc counter: -1.7%; CBFb RUNX1 block: 3.1%; L3MBTL1 block: 0.8%; NPSR antag: -14.0%[7.67 µM]

Results for Cc1ccnc(NC2(C(F)(F)F)N=C3SCCN3C2=O)c1 (stereo unspecified) ?
HttQ103 aggreg: -6.0%; Epigenetic derep: 0.9%; IMPase Li cell: -6.9%; Luc counter: -0.1%; CBFb RUNX1 block: 11.1%; NPSR antag: 20.5%

How did Cc1cc(Cl)n2ncc(-c3ccccc3)c2n1 do in these assays?
HttQ103 aggreg: 2.2%[9.22 µM]; Epigenetic derep: 0.0%; CBFb RUNX1 block: 8.7%; L3MBTL1 block: 1.6%; NPSR antag: 57.5%

How did CC(CCC(=O)O)C1CCC2C3CC[C@@H]4CCCC[C@@]4(C)C3CC[C@@]12C (stereo partly specified) do in these assays?
Epigenetic derep: 0.2%; IMPase Li cell: 6.5%; Luc counter: 1.1%

How did CCC1(C)Cc2ccccc2-c2nc(NCCCO)n(C)c(=O)c21 (stereo unspecified) do in these assays?
HttQ103 aggreg: 11.6%[9.22 µM]; Epigenetic derep: -0.3%; CBFb RUNX1 block: 5.1%; L3MBTL1 block: 3.4%; NPSR antag: 5.6%

Results for O=C(CSc1ccc(-c2ccc(F)cc2)nn1)N1CCN(c2ccccc2)CC1 ?
HttQ103 aggreg: 5.7%; Epigenetic derep: 0.0%; IMPase Li cell: -3.9%; Luc counter: -1.3%; CBFb RUNX1 block: 4.2%; L3MBTL1 block: -16.2%; NPSR antag: 13.9%

Results for CN(C)c1cccc(C(=O)OCC(=O)N(Cc2ccccc2)C2CCS(=O)(=O)C2)c1 (stereo unspecified) ?
HttQ103 aggreg: 13.4%; Epigenetic derep: 1.9%; IMPase Li cell: 2.3%; Luc counter: 0.5%; CBFb RUNX1 block: -14.6%; NPSR antag: -12.4%

How did CC(C)N1CCc2c(sc(NC(=O)c3ccc(S(=O)(=O)N4CCOCC4)cc3)c2C(N)=O)C1 do in these assays?
HttQ103 aggreg: -2.3%; Epigenetic derep: 1.0%; IMPase Li cell: 6.4%; Luc counter: -0.3%; CBFb RUNX1 block: 0.8%; L3MBTL1 block: 28.0%; NPSR antag: -11.1%[46.1 µM]

Results for CCOC(=O)C1=C(CNCc2ccc(C)cc2)NC(=O)NC1c1cc(C)ccc1C (stereo unspecified) ?
HttQ103 aggreg: -23.3%; Epigenetic derep: 0.8%; IMPase Li cell: 21.9%[38.3 µM]; Luc counter: -2.6%; CBFb RUNX1 block: -5.0%; NPSR antag: 3.9%[46.1 µM]
